Dengue virus CPE – Dengue virus cytopathic effect inhibitors, cell-based, CPE readout, HTS (AID 540333) | CPE inhibition, % at 20 µM | Dengue virus CPE inhibition in host cells; stronger effect = higher value | 10,000 tested, 3.1% active; in the data active means CPE inhibition mostly above about 9.1%, no sharp cut-off; inactive means mostly below about 7.2%
An asterisk follows results filed as active; i = inactive. Only part of the results is shown; rates above refer to the full screens.

SMILES	Dengue virus CPE
O=C1C2CC=CCC2C(=O)N1Cc1ccccc1Cl (stereo unspecified)	0.3
COc1ccc(C(=O)/C=C2/Sc3cc4c(cc3N2C)OCO4)cc1	i
CCCCN1CCNC[C@@H]1Cc1ccccc1	0.5
COc1ccc2ccccc2c1/C=N/NC(=O)c1cccc(Br)c1	9.0
Cc1ccc(-c2cc(-c3ccccc3)no2)c(O)c1	0.3
COc1ccc(-c2nc(C(F)(F)F)c(OC)o2)cc1OC	0.7
COc1ccc(CNC(=O)CSCc2cccc(Cl)c2)cc1	0.2
COc1ccc(NC(=O)CC2C(=O)N(C)C(=S)N2Cc2ccco2)cc1 (stereo unspecified)	0.2
Cc1cc(C(F)(F)F)c(C#N)c(SCC(=O)Nc2nc3ccccc3s2)n1	i
Cc1ccc(-c2csc3nc(SCC(N)=O)n(Cc4ccccc4)c(=O)c23)cc1	12*

Next section, starting with the last four of the part before.
SMILES	Dengue virus CPE
COc1ccc(CNC(=O)CSCc2cccc(Cl)c2)cc1	0.2
COc1ccc(NC(=O)CC2C(=O)N(C)C(=S)N2Cc2ccco2)cc1 (stereo unspecified)	0.2
Cc1cc(C(F)(F)F)c(C#N)c(SCC(=O)Nc2nc3ccccc3s2)n1	i
Cc1ccc(-c2csc3nc(SCC(N)=O)n(Cc4ccccc4)c(=O)c23)cc1	12*
COc1ccc(/C=C/C(=O)N/C(=C\c2ccco2)C(=O)NCCc2nc3ccccc3[nH]2)cc1	0.1
CCOc1ccc(S(=O)(=O)NCc2ccc(OC)cc2)c2cccnc12	i
Cc1cc(Oc2ccc(Br)cc2)nc(SCC(=O)c2ccccc2)n1	2.0
O=C(N/N=C/C1CC=CCC1)c1ccc(O)cc1O (stereo unspecified)	i
O=C(C[n+]1cnn(CC(=O)c2ccc(Cl)cc2Cl)c1)c1ccc([N+](=O)[O-])cc1	i
Cc1cccc(C(O)(C(=O)NNc2ccc3ccccc3n2)c2cccc(C)c2)c1	i
CCC(=O)N=c1n(C)c2ccccc2n1CCOc1ccccc1	0.0
COc1cc2c(cc1NC(=O)C(C)Sc1ccc(NC(C)=O)cc1)oc1ccccc12 (stereo unspecified)	3.0
CCCn1nc2cc(C(=O)NC3CCCc4ccccc43)ccc2c1OCC (stereo unspecified)	0.4
O=C1CC(N2C(=O)/C(=C/C=C/c3ccccc3)SC2=S)C(=O)N1c1ccccc1 (stereo unspecified)	9.2*
COc1ccc(NCC(=O)N/N=C/c2c(C)nn(Cc3ccccc3)c2Cl)cc1	0.5
COc1ccc(OCCOc2ccccc2[N+](=O)[O-])cc1	0.4
CC(C)Cc1nc(Nc2ccc(S(=O)(=O)N3CCCC3)cc2)c2nnn(Cc3ccccc3)c2n1	20*
Cn1c2c(c(=O)n(C)c1=O)C(c1ccc(Cl)cc1)C(C#N)=C(N)O2 (stereo unspecified)	i
COc1ccccc1N1CCN(C(=O)c2ccc(CSc3ccccc3)cc2)CC1	1.5
CC(Sc1nc(-c2ccccc2)cc(C(F)(F)F)n1)C(=O)Nc1ccc2c(c1)OCO2 (stereo unspecified)	3.0
COc1ccc(Cl)cc1NC(=O)C(C)N(C)Cc1cccc(Cl)c1Cl (stereo unspecified)	6.6
NNC(=O)c1ccc(COc2cccc3ccccc23)cc1	0.8
Cc1ccc(/C=C2/NC(=O)N(Cc3ccc(Br)cc3)C2=O)o1	3.6
Cc1cccc(NC(=S)N/N=C/c2ccc3c(c2)OCO3)c1	3.6
COC(C(=O)Nc1ccc(S(=O)(=O)Nc2cccc3ccccc23)cc1)c1ccccc1 (stereo unspecified)	5.1
COc1cccc(/C=N/N2CCN(C)CC2)c1	1.5
CCN(CC)S(=O)(=O)c1ccc(C)c(NC(=O)Cn2c(=O)cnc3ccccc32)c1	i
CCOC(=O)c1c(NC(=O)COc2cccc3c2CCN(CC)C3=O)sc2c1CCC2	i
COc1cc(C(=O)ON=C2C=C(C)C(=O)C(C)=C2)cc(OC)c1OC	i
O=C1OC(c2cccc([N+](=O)[O-])c2)C2(CCCC2)C(=O)C12CCCCC2 (stereo unspecified)	4.6
O=c1c2ccccc2c(=O)n(Cc2ccccc2)n1Cc1ccccc1	1.8
COc1ccc(-c2c(-c3cc(OC)cc(OC)c3)n(C)c3ccc(-c4ccc(OC)nc4)cc23)cc1	1.6
COc1ccc(NC(=S)NN(C)C(=S)Nc2ccc(OC)cc2)cc1	1.0
Cn1c(N)c(C(=O)COC(=O)c2cccc(S(=O)(=O)N3CCCCC3)c2)c(=O)n(C)c1=O	i
O=C(/C=C/Nc1ccc(F)cc1F)c1cccs1	i
COc1ccc(C2=CC(=O)C[C@H](c3ccc(F)cc3)C2)cc1OC	i
COc1ccc(NC(=O)c2cccc(C#N)c2)cc1NS(=O)(=O)c1ccc(F)cc1	0.8
COc1ccc(-c2nnc(NC(=O)C3=COCCO3)o2)cc1	0.0
COc1ccc2c(c1)O[C@@]1(CCCC[C@@H]1C)CC2=O	i
Cc1ccc(NC(=O)c2ccc(OC(=O)COc3ccc(Cl)c(C)c3)cc2)cc1	i
CCOC(O)[C@H]1N[C@@H](c2ccc(Cl)cc2)[C@@H]([N+](=O)[O-])[C@@H]1c1ccccc1 (stereo partly specified)	1.1
CC1=NN(C(=O)c2ccc(Cn3nc(C)c(Br)c3C)cc2)C(O)(C(F)(F)F)C1 (stereo unspecified)	i
CCn1c2ccccc2c2nnc(SCC(=O)NC3CCS(=O)(=O)C3)nc21 (stereo unspecified)	0.1
COc1ccc(C(C)(C)C)cc1S(=O)(=O)N1CCC(C(N)=O)CC1	i
CC1CC(C)(C)NC(=S)N1CC(=O)N(C)Cc1ccccc1 (stereo unspecified)	0.2
CSc1ccc(/C=N/NC(=O)CN2CCN(Cc3ccc(Cl)cc3)CC2)cc1	2.0
COc1ccc(NC(=O)CSc2nc3nc(-c4cccs4)cc(C(F)(F)F)c3c(=O)[nH]2)c(OC)c1	0.8
O=C(NN1C(=O)c2cc(Br)ccc2NC1c1cc(Br)cc(Br)c1O)c1ccncc1 (stereo unspecified)	0.0
Cc1ccccc1NC(=O)c1sc(NC(=O)COc2ccccc2)c(C#N)c1C	5.6
N#Cc1cc(-c2ccccc2)nc(Oc2ccc(Cl)cc2)n1	2.1
N#Cc1cnc(SCC(=O)NNC(=O)COc2cccc3ccccc23)nc1N	i
CCCCNC(=O)/C(C#N)=C/c1ccc(-c2ccc(S(=O)(=O)N3CCOCC3)cc2)o1	0.7
O=C(COC(=O)[C@H](Cc1ccccc1)NC(=O)c1cccs1)NC1CCCCC1	0.4
O=C(Nc1ccc(-c2noc(-c3ccccc3F)n2)cc1)c1cccs1	3.9

Rewritten as a markdown table: part of the list above
| SMILES | Dengue virus CPE |
| --- | --- |
| CSc1ccc(/C=N/NC(=O)CN2CCN(Cc3ccc(Cl)cc3)CC2)cc1 | 2.0 |
| COc1ccc(NC(=O)CSc2nc3nc(-c4cccs4)cc(C(F)(F)F)c3c(=O)[nH]2)c(OC)c1 | 0.8 |
| O=C(NN1C(=O)c2cc(Br)ccc2NC1c1cc(Br)cc(Br)c1O)c1ccncc1 (stereo unspecified) | 0.0 |

(list continues)
SMILES	Dengue virus CPE
Cc1nc2c(cc1C(=O)N/N=C/c1ccc(O)c(O)c1)c(=O)n(C)c(=O)n2C	2.2
COc1ccc(NS(=O)(=O)c2ccc(N3CCOCC3)c(NC(=O)c3ccc(OC)cc3)c2)cc1	i
CCCCCc1nnc(NC(=O)Cn2cnc3ccccc3c2=O)s1	0.1
COc1ccc(C(=O)Oc2coc(CSc3nnc(NC(=O)c4cccs4)s3)cc2=O)cc1	i
CCc1cccc(CC)c1N1C(=O)c2cc(N3CCOCC3)c([N+](=O)[O-])cc2C1=O	i
COc1ccc(C2C3CCCCC3(O)CCN2C(=O)c2cccs2)cc1 (stereo unspecified)	2.4
Cc1ccc(S(=O)(=O)N/N=C/c2cccc3c2OCCO3)cc1	0.1
Cn1c(=O)c2c(ncn2CC(=O)N/N=C/c2ccc(Br)s2)n(C)c1=O	i
N/C(=N\OC(=O)COc1ccccc1Cl)c1ccccn1	i
C/C(=N\NC(=O)CN1CCN(Cc2ccc(C)cc2)CC1)c1ccncc1	i
COc1ccc([N+](=O)[O-])cc1NC(=O)C(C)c1ccccc1 (stereo unspecified)	i
C=CCc1cccc2cc(C(=O)OCC)c(=O)oc12	i
Cc1ccccc1N=Cc1cccc(O)c1O	i
Cc1ccc(C(=O)N/C(=C\c2cccs2)c2nc3ccccc3[nH]2)cc1	0.2
COc1cccc(OC)c1OCCOc1ccc(C(=O)c2ccccc2)cc1	i
O=C(N/N=C/c1cn(-c2ccccc2)nc1-c1cc2ccccc2o1)c1ccncc1	i
O=C(Nc1cc(S(=O)(=O)N2CCCCC2)ccc1O)c1ccccc1NS(=O)(=O)c1ccc(F)c(F)c1	4.0
CC(=O)NC(=S)Nc1ccccc1C(=O)NC1CCCCC1	2.5
CCOc1ccc(C(C)NC(=O)c2cccc(F)c2)cc1 (stereo unspecified)	i
CN(C)CCN(C(=O)/C=C/c1cccs1)c1nc2ccc(F)cc2s1	2.0

Random excerpt: 3 records from the list.
SMILES	Dengue virus CPE
Cn1c2c(c(=O)n(C)c1=O)C(c1ccc(Cl)cc1)C(C#N)=C(N)O2 (stereo unspecified)	i
COc1ccc(C2C3CCCCC3(O)CCN2C(=O)c2cccs2)cc1 (stereo unspecified)	2.4
CCOC(=O)c1c(NC(=O)COc2cccc3c2CCN(CC)C3=O)sc2c1CCC2	i

Additional compounds
SMILES	Dengue virus CPE
N#C/C(=C\c1cn(CCOc2ccccc2)c2ccccc12)C(=O)NCc1cccs1	3.8
CCn1cc([N+](=O)[O-])nc1C	0.3
COc1ccc(NC(=S)c2ccccc2)cc1	i
Cc1cc(C(=S)N2CCOCC2)c(C)n1-c1ccc(Cl)cc1	i
CCn1c2ccccc2c2cc(CN3CCN(S(=O)(=O)Cc4ccccc4)CC3)ccc21	6.0
COc1ccccc1NS(=O)(=O)c1cccc(C(=O)N/N=C/c2ccc3c(c2)OCCO3)c1	i
Cc1ccccc1OCC(=O)NNC(=O)C1CCCCC1C(=O)O (stereo unspecified)	0.1
CC(C)NC(=O)C1CC=CCC1C(=O)O (stereo unspecified)	i
C[C@H](CO)N1C[C@H](C)[C@@H](CN(C)S(=O)(=O)c2ccc(F)cc2)Oc2ccc(NC(=O)CCC(F)(F)F)cc2C1=O	i
O=C(COc1c(Cl)cc(Cl)cc1Cl)c1ccc(Cl)cc1	0.6
CC1(c2nnc(-c3cccc(Cl)c3)o2)CC(c2cccnc2)=NO1 (stereo unspecified)	0.2
CC1CCc2c(sc3nc(CSc4n[nH]c(N)n4)[nH]c(=O)c23)C1 (stereo unspecified)	i
Cn1cncc1C#Cc1c(C=O)[nH]c2ccccc12	0.2
CC1=NN(c2ccc(Cl)c(C(=O)O)c2)C(=O)C1	0.1
CC(C)(C)[C@H]1C=C(C(=O)NCc2ccccc2)O[C@@H](OCCCCO)C1	0.7
CCn1c(SCC(=O)NNC(=S)Nc2ccc(C)cc2)nnc1-c1ccc(Cl)cc1	1.4
CC1=CN2C(=N)/C(=C/c3ccc(C)o3)C(=O)N=C2S1	i
CC(C)(C)c1ccc(OCCCNCc2ccccc2)cc1	i
CCOc1ccccc1NC(=O)C(OC(=O)c1ccccc1)c1ccccc1 (stereo unspecified)	2.1
O=C1N(c2cccc(Cl)c2)C(c2ccc(Cl)cc2)N2CCCN12 (stereo unspecified)	4.1
CCn1c(SCC(=O)N2CCc3ccccc3C2)nc2sc(C)c(C)c2c1=O	i
O=C(CO/N=C/c1ccccc1O)N1CCc2ccccc21	0.7
CCOC(=O)c1c(/N=C/N(C)C)sc2c1CCC2	0.1
Cc1ccc(NC(=O)CSc2nn(-c3ccccc3)c(=S)s2)cc1S(=O)(=O)N(C)C	1.0
CCc1nccn1S(=O)(=O)c1cc(OC)c(Cl)cc1OC	i
CC(NC(=O)NC1CCCCC1)c1ccccc1 (stereo unspecified)	i
CCOC(=O)c1[nH]c2ccc(OC)cc2c1NC(=S)N1CCN(c2cccc(C)c2C)CC1	3.4
O=C(CSc1nc2ccccc2n1S(=O)(=O)c1cccc([N+](=O)[O-])c1)NCc1cccs1	0.1
CCOC(=O)C(C)(C)N(Cc1cccc(C)c1)S(=O)(=O)c1cccc([N+](=O)[O-])c1	3.8
CC(C)CC1=NC(C(F)(F)F)(C(F)(F)F)c2c(n(CC(C)C)c(=O)[nH]c2=O)N1	i
CN(C)S(=O)(=O)c1cccc(NC(=O)c2cc(-c3cccs3)nn2-c2ccccc2)c1	5.8
CCn1c(O)c(/C=C2\C=NN=C2c2ccc(C)cc2)sc1=S	1.5
O=C(NCCN1CCOCC1)/C(=C\c1ccc(Br)cc1)NC(=O)c1cccs1	0.1
Cc1cccc(C)c1N=C1NN=C(c2ccccc2F)CS1	1.1
CN(C)C(=S)Nc1ccc([N+](=O)[O-])cc1	1.0
O=C(Nc1ccc(CSc2ccccc2)cc1)c1ccc(CN2CCOCC2)cc1	1.5
Cc1cc(NS(=O)(=O)c2ccc(NC(=O)CSc3nnc(-c4ccco4)n3N)cc2)nc(C)n1	1.4
CCCCNC(=O)c1ccc(Cn2c(=S)[nH]c3c([nH]c4ccc(OC)cc43)c2=O)cc1	0.4
CCOc1ccc(/C=N/NC(=O)CC(=O)Nc2ccc(Cl)c(Cl)c2)cc1	1.6
Cc1ccc(S(=O)(=O)N/N=C/c2cccc(OC3CSC3)c2)cc1	0.6

Taken from above.
Cc1ccc(S(=O)(=O)N/N=C/c2cccc3c2OCCO3)cc1 @ Dengue virus CPE = 0.1
Cc1ccc(S(=O)(=O)N/N=C/c2cccc(OC3CSC3)c2)cc1 @ Dengue virus CPE = 0.6

Other records follow:
SMILES	Dengue virus CPE
O=C1C(Cc2cccc([N+](=O)[O-])c2)SC(=Nc2ccccc2)N1c1ccccc1 (stereo unspecified)	2.2
O=C(Nc1cc(Cl)cc(Cl)c1)C(c1ccccc1)N1CCCCC1 (stereo unspecified)	3.3
O=C(COc1ccc(Br)cc1)NNC(=S)NC(=O)c1ccccc1[N+](=O)[O-]	1.3
Cc1cccc(N2CCN(C(=O)c3ccccc3NC(=O)C3CCCCC3C(=O)O)CC2)c1 (stereo unspecified)	i
Cc1ccc(C)c(NC(=O)CCCCCCCCCCC2COCCO2)c1 (stereo unspecified)	i
